Pf Dd2 growth = inhibitors of Plasmodium falciparum Dd2 growth; P. falciparum Dd2 growth, SYBR Green, 72 h; hits give low values; activity change, % at 10 µM; 2.3% of 94,000 active; in the data active = activity change below about -80%; inconclusive = no clear call, values can overlap the other calls
KDM4C inh = inhibitors of human demethylase GASC-1 KDM4C | Q9H3R0 | GST-KDM4C 2-372, H3K9me3 peptide, LANCE TR-FRET | inhibition, % at 12.5 µM | 0.15% of 96,000 active | AID 720574;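 active = mean replicate inhibition above about 25%, with at least 55% of replicates also reaching it, limit read from the data, passing the limit was not always enough; inconclusive = only one of those two conditions met; inactive = neither condition met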
Target sequence (Q9H3R0 2-372 limits assumed): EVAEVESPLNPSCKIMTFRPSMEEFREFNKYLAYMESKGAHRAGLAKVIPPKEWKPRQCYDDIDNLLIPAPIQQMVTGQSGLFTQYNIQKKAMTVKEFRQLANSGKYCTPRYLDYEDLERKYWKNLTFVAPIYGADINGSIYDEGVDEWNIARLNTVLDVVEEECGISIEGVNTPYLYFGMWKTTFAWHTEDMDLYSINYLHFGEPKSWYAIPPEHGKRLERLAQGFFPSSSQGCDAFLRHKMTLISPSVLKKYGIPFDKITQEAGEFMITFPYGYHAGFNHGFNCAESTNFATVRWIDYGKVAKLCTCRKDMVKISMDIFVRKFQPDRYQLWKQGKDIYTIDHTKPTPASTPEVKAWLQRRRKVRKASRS
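System: N-terminal GST-fused human GASC-1 (KDM4C) fragment, residues 2-372 / Amount: 10 nM GST-KDM4C in enzyme reaction / Also added: H3K9me3 peptide with Fe(II)/2OG / Times: 30 min demethylation and 1 h detection at room temperature / Signal: LANCE TR-FRET / Read-out basis: Fall in 671/618 emission ratio as inhibition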
C diff growth = blocks growth of Clostridium difficile; 0.25% of 86,000 active; Clostridium difficile clinical isolate growth, OD600, 24 h; hits give low values; growth activity, negative = inhibition, % at 16 µg/mL (by protocol);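 active = mean growth activity at or below -80% and every replicate also at or below -80%; inconclusive = mean at or below -80% but some replicate above -80%; inactive = mean growth activity above -80%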;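 note: 0% = DMSO wells and -100% = levofloxacin 16 µg/mL wells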
Tcruzi prolif = blocks T. cruzi growth in NIH3T3 culture | T. cruzi beta-gal in NIH3T3, GalScreen luminescence, 90 h | inhibition, % at 8.34 µM | 5.9% of 77,000 active | AID 624255;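 active = mean inhibition above about 93%, with at least 55% of replicates each passing it, limit read from the data, passing the limit was not always enough; inconclusive = only one of those two conditions holds; inactive = neither condition holds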
Active calls of the source: *; ? = inconclusive; · = not tested or not shown; & = joins results of further samples.

SMILES	Pf Dd2 growth	KDM4C inh	C diff growth	Tcruzi prolif
C/C=C/c1ccc2c(c1)O[C@H](CN(C)C(=O)NC(C)C)[C@H](C)CN([C@H](C)CO)S2(=O)=O	13	-1.2	8	22
CN(C)C(=O)c1ccc(-c2ccccc2[C@@H]2[C@@H](C#N)N(C(=O)C3CCCCC3)[C@H]2CO)cc1	64	-0.5	-10	·
COc1ccc(S(=O)(=O)N(C)C[C@@H]2OCCCC[C@@H](C)Oc3ccc(NC(=O)Nc4cccc5ccccc45)cc3C(=O)N([C@@H](C)CO)C[C@H]2C)cc1	-67	-2.5	3	88
CC(=O)N(C)C[C@@H]1Oc2cc(-c3ccccc3C)ccc2S(=O)(=O)N([C@@H](C)CO)C[C@@H]1C	-13	-1.1	-4	45
COc1ccc2c3c([nH]c2c1)[C@H](CO)N(C(=O)C1CC1)CC31CN(S(C)(=O)=O)C1	52	-3.2	17	·
CN1c2ccc(-c3ccc(F)cc3)cc2[C@@H]2[C@@H](CCN2C(=O)C2CCOCC2)[C@H]1CO	1	0.3	-7	105*
C[C@@H]1CN([C@H](C)CO)C(=O)c2cc(-c3cccc(F)c3)cnc2O[C@H]1CN(C)CC1CCCC1	-11	0.8	4	13
Cc1ccc(S(=O)(=O)Nc2ccc3c(c2)CC(=O)N([C@@H](C)CO)C[C@@H](C)[C@H](CN(C)C(=O)NC(C)C)O3)cc1	24	3.3	-3	47
CCC(=O)Nc1ccc2c(c1)OC[C@@H](C)N(C(=O)CN(C)C)C[C@@H](C)[C@@H](OC)CN(C)C2=O	4	0.5	·	6
C[C@@H]1CN([C@@H](C)CO)C(=O)c2cccc(NS(=O)(=O)c3ccc(Cl)cc3)c2O[C@@H]1CN(C)Cc1ccc(-c2ccccc2)cc1	-71	-1.5	36	58
O=C(NCC[C@@H]1CC[C@@H](NC(=O)C2CCCC2)[C@@H](CO)O1)c1ccc(F)cc1	-4	0.6	-2	·
O=C(CC1CC1)N1CC[C@@H]2[C@H](CO)Nc3ccc(-c4cccc(F)c4)cc3[C@@H]21	-14	0.0	-21	4
COc1ccccc1NC(=O)Nc1ccc2c(c1)C(=O)N(C)C[C@@H](OC)[C@@H](C)CN(C)[C@@H](C)CO2	-7	5.9	·	-35
CO[C@H]1CN(C)C(=O)c2ccc(NC(=O)Nc3c(C)noc3C)cc2OC[C@H](C)N(C)C[C@@H]1C	-25	-1.0	-4	·
Cc1noc(C)c1NC(=O)N(C)C[C@H]1Oc2c(NC(=O)NC3CCCCC3)cccc2C(=O)N([C@@H](C)CO)C[C@H]1C	-22	-3.8	-1	7
C[C@H](CO)N1C[C@H](C)[C@H](CN(C)Cc2ccc(Cl)c(Cl)c2)Oc2c(NC(=O)CCCCCC(=O)Nc3ccccc3N)cccc2C1=O	-88*	-0.3	2	·
C[C@@H]1CN([C@H](C)CO)C(=O)Cc2cc(NS(=O)(=O)c3ccc(Cl)cc3)ccc2O[C@H]1CN(C)C(=O)Nc1ccc(F)cc1	-4	-2.0	-10	-2
CC(C)NC(=O)N(C)C[C@@H]1Oc2ccc(NC(=O)C3CCCCC3)cc2C(=O)N([C@H](C)CO)C[C@@H]1C	5	1.7	-1	-2
CCCNC(=O)Nc1ccc2c(c1)C(=O)N(C)C[C@H](OC)[C@@H](C)CN(C(=O)C1CCOCC1)[C@H](C)CO2	-79	0.5	·	-18
COc1ccc(NC(=O)Nc2ccc3c(c2)C(=O)N([C@@H](C)CO)C[C@@H](C)[C@H](CN(C)C(=O)Nc2ccc(F)cc2)OCCCC[C@@H](C)O3)cc1	14	-0.9	7	46
C[C@H]1CN([C@@H](C)CO)C(=O)c2cc(NC(=O)C3CC3)ccc2O[C@H]1CN(C)S(=O)(=O)c1cn(C)cn1	24	-2.1	·	-26
C[C@@H]1CN([C@H](C)CO)S(=O)(=O)c2ccc(Br)cc2O[C@H]1CN(C)C(=O)CN(C)C	24	1.6	-1	-18
Cc1ccc(S(=O)(=O)Nc2cccc3c2O[C@H](CN(C)S(=O)(=O)c2cccs2)[C@H](C)CN([C@@H](C)CO)C3=O)cc1	-27	-0.2	7	·
COc1ccc(CN(C)C[C@@H]2OCCCC[C@H](C)Oc3ccc(NS(=O)(=O)c4c(C)noc4C)cc3C(=O)N([C@@H](C)CO)C[C@@H]2C)cc1	-39	0.2	-9	-20
COc1ccc(NC(=O)N(C)C[C@H]2OCCCC[C@@H](C)Oc3ccc(NS(=O)(=O)c4cn(C)cn4)cc3C(=O)N([C@H](C)CO)C[C@@H]2C)cc1	44	-1.7	-14	-99
C[C@H](CO)N1C[C@H](C)[C@H](CN(C)C(=O)c2cnccn2)Oc2cc(Br)ccc2S1(=O)=O	15	1.1	4	24
C[C@H](CO)N1C[C@H](C)[C@H](CN(C)CC2CCCCC2)Oc2ccc(NC(=O)CCN3CCOCC3)cc2CC1=O	7	-1.1	6	-35
Cc1nn(C)cc1NC(=O)C[C@H]1CC[C@@H]2[C@@H](COc3ccc(NC(=O)NC(C)C)cc3C(=O)N2C)O1	2	3.7	-2	21
C[C@@H]1CN([C@H](C)CO)C(=O)c2cccc(NC(=O)C3CC3)c2O[C@H]1CN(C)S(=O)(=O)c1cccs1	31	1.2	1	37
C/C=C/c1ccc2c(c1)O[C@H](CN(C)CCC)[C@H](C)CN([C@H](C)CO)S2(=O)=O	-15	43*	4	40
C[C@H]1CN([C@@H](C)CO)S(=O)(=O)c2ccc(C#CC3CC3)cc2O[C@@H]1CN(C)Cc1ccc(F)cc1	4	8.0	43	·
Cc1noc(C)c1NC(=O)N(C)C[C@H]1Oc2ccc(NC(=O)CCN3CCOCC3)cc2CC(=O)N([C@@H](C)CO)C[C@@H]1C	16	-0.4	2	26
O=C(N[C@H]1CC[C@@H](CCNS(=O)(=O)c2ccc(F)cc2)O[C@@H]1CO)C1CCC1	13	1.5	-4	-21
C[C@@H]1CN([C@@H](C)CO)C(=O)c2cc(NS(=O)(=O)c3ccc(Cl)cc3)ccc2O[C@@H](C)CCCCO[C@H]1CN(C)CC1CCCCC1	-45	-0.1	-55	108*
C[C@H]1CN([C@@H](C)CO)C(=O)Cc2cc(NS(=O)(=O)c3cccs3)ccc2O[C@@H]1CN(C)Cc1ccc(Cl)c(Cl)c1	-5	0.4	28	-21
CC(C)NC(=O)Nc1ccc2c(c1)C(=O)N([C@@H](C)CO)C[C@@H](C)[C@@H](CN(C)C(=O)Nc1ccc3c(c1)OCO3)O2	2	1.8	6	-8
COc1ccc(S(=O)(=O)N(C)C[C@@H]2Oc3ccc(NC(=O)Cc4ccccc4)cc3C(=O)N([C@H](C)CO)C[C@@H]2C)cc1	-29	-0.1	3	·
CNC[C@H]1OCCCC[C@H](C)Oc2ccc(NC(=O)CCCN(C)C)cc2C(=O)N([C@@H](C)CO)C[C@@H]1C	13	·	-3	2
CC(=O)N1[C@H](CO)[C@@H](c2ccccc2)C12CN(C(=O)c1ccccc1)C2	46	-0.7	0	·
COc1cccc(CN2[C@@H](CO)[C@@H](c3ccccc3)C23CN(C(=O)C2CCC2)C3)c1	-24	-0.4	-2	·
CCc1nc(N2[C@H](C#N)[C@H](c3ccccc3-c3ccccc3C)[C@H]2CO)sc1C	-23	-0.8	0	·
O=C(C[C@H]1CC[C@H]2[C@@H](COC[C@H](O)CN2Cc2ccccc2)O1)NCc1ccccc1Cl	-12	-0.2	·	35
C[C@H](O)C#Cc1cnc2c(c1)C(=O)N([C@@H](C)CO)C[C@H](C)[C@@H](CN(C)C(=O)Nc1ccc(F)cc1)O2	35	·	·	6
CO[C@H]1CN(C)C(=O)c2ccc(NC(=O)NC(C)C)cc2OC[C@H](C)N(C)C[C@H]1C	51	1.7	·	-23
C[C@H]1CN([C@@H](C)CO)C(=O)c2cccc(NC(=O)Nc3ccc(C(F)(F)F)cc3)c2O[C@H]1CN(C)Cc1ccc(C(=O)O)cc1	17	-1.1	·	-8
Cc1ccc(S(=O)(=O)N(C)C[C@H]2Oc3ccc(NS(=O)(=O)c4cccs4)cc3CC(=O)N([C@@H](C)CO)C[C@H]2C)cc1	-24	-1.0	4	31
COc1ccc(S(=O)(=O)N[C@H]2CC[C@@H](CC(=O)O)O[C@@H]2CO)cc1	0	-1.3	0	55
C[C@@H]1CN([C@H](C)CO)C(=O)c2cc(C#CC(C)(C)O)cnc2O[C@H]1CN(C)C(=O)C1CCCCC1	24	-0.6	2	-158
O=C(C[C@@H]1C[C@@H]2c3cc(NS(=O)(=O)c4ccc(F)cc4)ccc3O[C@@H]2[C@H](CO)O1)NCc1ccccc1F	-13	-0.8	-6	-12
COc1ccc(S(=O)(=O)Nc2ccc3c(c2)C(=O)N([C@H](C)CO)C[C@H](C)[C@H](CN(C)C(=O)NC(C)C)OCCCC[C@@H](C)O3)cc1	·	1.9	4	-14
CC(C)C(=O)Nc1ccc2c(c1)C(=O)N(C)[C@@H]1CC[C@@H](CC(=O)NCCCN(C)C)O[C@@H]1CO2	-21	1.2	-2	-31
O=C(C1CCC1)N1CCCCN2[C@H](CO)[C@@H](c3ccc(C#CC4CCCC4)cc3)[C@H]2C1	-52	·	12	?
C[C@@H]1CCCCO[C@@H](CN(C)Cc2ccc(C(F)(F)F)cc2)[C@H](C)CN([C@H](C)CO)C(=O)c2cc(NC(=O)C3CCCCC3)ccc2O1	-50	-1.1	-1	118*
COc1ccc(S(=O)(=O)Nc2ccc3c(c2)C(=O)N([C@@H](C)CO)C[C@H](C)[C@H](CN(C)C)OCCCC[C@@H](C)O3)cc1	-24	1.8	5	41
CN(C)CC(=O)N1[C@H](C#N)[C@@H](c2ccc(/C=C/c3ccccc3)cc2)[C@H]1CO	-24	-0.9	5	2
C/C=C/c1cnc2c(c1)C(=O)N([C@@H](C)CO)C[C@H](C)[C@H](CN(C)Cc1cccc(C(=O)O)c1)O2	36	3.3	1	·
C[C@H](CO)N1C[C@H](C)[C@H](CN(C)C(=O)C2CCOCC2)Oc2ncc(C#CC(C)(C)O)cc2C1=O	31	-0.6	-1	25
COc1ccc(CN2C[C@@H](O)COC[C@H]3O[C@H](CC(=O)NCc4ccncn4)CC[C@@H]32)cc1	14	1.8	7	7
CCC(=O)N1[C@@H]2c3ccc(-c4ccccc4F)c(=O)n3C[C@@H]2[C@@H](CO)[C@@H]1C(=O)OC	5	1.0	-6	41
COc1ccc(NC(=O)Nc2cccc3c2O[C@@H](CN(C)S(C)(=O)=O)[C@H](C)CN([C@@H](C)CO)C3=O)cc1	2	0.1	1	100

Of the compounds above, these contain a CF3 group:
SMILES	Pf Dd2 growth	KDM4C inh	C diff growth	Tcruzi prolif
C[C@H]1CN([C@@H](C)CO)C(=O)c2cccc(NC(=O)Nc3ccc(C(F)(F)F)cc3)c2O[C@H]1CN(C)Cc1ccc(C(=O)O)cc1	17	-1.1	·	-8
C[C@@H]1CCCCO[C@@H](CN(C)Cc2ccc(C(F)(F)F)cc2)[C@H](C)CN([C@H](C)CO)C(=O)c2cc(NC(=O)C3CCCCC3)ccc2O1	-50	-1.1	-1	118*

(list continues)
SMILES	Pf Dd2 growth	KDM4C inh	C diff growth	Tcruzi prolif
COc1ccc2c3c([nH]c2c1)[C@@H](CO)N(C(=O)CN1CCOCC1)CC31CCN(C(C)=O)CC1	42	-0.4	-3	·
C[C@H](CO)N1C[C@H](C)[C@@H](CN(C)C(=O)Nc2ccc(F)cc2)Oc2ncc(-c3ccc(F)cc3)cc2C1=O	-32&-21	-0.5	0&5	49&-84
CC(=O)N(C)C[C@H]1Oc2ncc(C#Cc3ccccc3F)cc2C(=O)N([C@@H](C)CO)C[C@H]1C	2	-3.2	2	12
C[C@H]1CN([C@@H](C)CO)C(=O)c2cc(NC(=O)NC3CCCCC3)ccc2O[C@@H]1CN(C)S(=O)(=O)c1cccs1	16	-1.7	-6	28
CN1C(=O)c2cc(NC(=O)Cc3ccccc3)ccc2OC[C@@H]2O[C@@H](CC(=O)NC3CCC3)CC[C@H]21	-1	-2.4	-3	18
COc1ccc(NC(=O)N(C)C[C@@H]2Oc3ccc(N(C)C)cc3C(=O)N([C@H](C)CO)C[C@H]2C)cc1	12	3.5	3	-34
C[C@H]1CN([C@@H](C)CO)C(=O)c2cc(-c3cncnc3)cnc2O[C@@H]1CN(C)Cc1ccncc1	34	0.3	2	-31

Arranged by value in KDM4C inh (ascending): some entries from above
| canonical_smiles | Pf Dd2 growth | KDM4C inh | C diff growth |
| --- | --- | --- | --- |
| CC(=O)N(C)C[C@H]1Oc2ncc(C#Cc3ccccc3F)cc2C(=O)N([C@@H](C)CO)C[C@H]1C | 2 | -3.2 | 2 |
| C[C@H](CO)N1C[C@H](C)[C@@H](CN(C)C(=O)Nc2ccc(F)cc2)Oc2ncc(-c3ccc(F)cc3)cc2C1=O | -32&-21 | -0.5 | 0&5 |
| COc1ccc(NC(=O)N(C)C[C@@H]2Oc3ccc(N(C)C)cc3C(=O)N([C@H](C)CO)C[C@H]2C)cc1 | 12 | 3.5 | 3 |
